Compound activity deposited in PubChem by several laboratories.
Insulin prom inh: inhibitors of insulin promoter-driven GFP, primary screen, imaging, TRM-6 cells (human fetal islet line), eGFP reporter, cell count; reporter expression induced with tamoxifen; inhibition, % at 2 µM; actives 0.9% (n = 130,000); AID 1273, 2008;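 active means inhibition above the mean plus 3 SD, with well images judged a real hit on visual review, cut at about 60% in these data, passing the limit was not always enough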
sdo1 growth: growth rescue of sdo1-depleted yeast, primary screen, S. cerevisiae, bone marrow failure model. actives 0.21% (n = 140,000). AID 817, 2007. z-score at 10 µM. S. cerevisiae sdo1-depleted JHY4D growth rescue, OD600 30 h; active compounds read high; pdr5 snq2 efflux-pump mutant strain;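 active means z-score above 3 at both the 24 hr and the 30 hr optical density reads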;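 further: z-score against mean and SD of all compound wells on the same plate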
sdo1 growth Rescue 24 h: second read-out of sdo1 growth, no call of its own (marks repeat the call); z-score; S. cerevisiae sdo1-depleted JHY4D growth rescue, OD600; measured here: growth rescue at 24 h;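 0 is the plate mean of compound wells and units are plate SD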
An asterisk follows results filed as active; [ ] = remark or other dose.

COCC(=O)N/N=C(\C)CC(=O)NCc1ccco1 was read as Insulin prom inh 15.
For CC1CCCN(C(=O)Cn2c(=O)oc3ccccc32)C1 (stereo not given) the results were sdo1 growth 0.02 and sdo1 growth Rescue 24 h -0.71.
Screening Cc1ccc2nc(NC(=O)c3ccco3)sc2c1 returned Insulin prom inh -41, sdo1 growth -0.54 and sdo1 growth Rescue 24 h -0.4.
CO/C([O-])=N/c1c[n+](-c2ccc(Cl)cc2)no1 was read as Insulin prom inh 9, sdo1 growth -0.2 and sdo1 growth Rescue 24 h -0.62.
NNC(=O)c1cccc(COc2cccc(Br)c2)c1 was read as Insulin prom inh 54, sdo1 growth -0.66 and sdo1 growth Rescue 24 h -0.19.
Screening COc1cccc(OC)c1C(=O)NC(C)C12CC3CC(CC(C3)C1)C2 (stereo not given) returned Insulin prom inh 13, sdo1 growth -0.65 and sdo1 growth Rescue 24 h -0.11.
For C=CCNCCOc1cccc(Br)c1 the results were Insulin prom inh -24, sdo1 growth -0.57 and sdo1 growth Rescue 24 h -0.91.
CCOC(=O)c1cc(-c2ccc(Cl)cc2)nc2c1c(C)nn2CCC#N was read as Insulin prom inh -26, sdo1 growth -1.4 and sdo1 growth Rescue 24 h -0.71.
CCc1nnc(NC(=O)c2ccc(S(=O)(=O)N3CCCCC3C)cc2)s1 (stereo not given) was read as sdo1 growth -0.45 and sdo1 growth Rescue 24 h -0.26.
`CCCCN1C(=O)NC(NC(C)=O)(C(F)(F)F)C1=O` (stereo not given) gave Insulin prom inh 39, sdo1 growth -0.14 and sdo1 growth Rescue 24 h -0.47.
`CCN(CC)CCCOc1nc(C)nc2c1oc1ccccc12` gave Insulin prom inh 7, sdo1 growth 0.53 and sdo1 growth Rescue 24 h -0.59.
For COCCNC(=O)COC(=O)CSCc1nc2ccccc2s1 the results were sdo1 growth 1.3 and sdo1 growth Rescue 24 h 1.2.
O=C(c1cc(-c2ccncc2)nc2ccccc12)N1CCN(c2ccccn2)CC1 was read as Insulin prom inh -50, sdo1 growth 0.12 and sdo1 growth Rescue 24 h 1.9.
Screening CCOc1cc(S(=O)(=O)NCc2ccncc2)ccc1Cl returned Insulin prom inh 12.
COC(=O)C(/C=N/OCc1ccc([N+](=O)[O-])cc1)NC(=O)c1ccccc1 (stereo not given) was read as Insulin prom inh -28, sdo1 growth 0.65 and sdo1 growth Rescue 24 h 1.2.
For O=C1NCCCN1Cc1ccc(F)cc1Cl the results were sdo1 growth 0.22[18.5 µM] and sdo1 growth Rescue 24 h -0.67.
For CC(=O)Nc1ccc(NC(=O)C(=O)c2cn(CC(=O)N3CCCCC3)c3ccccc23)cc1 the results were Insulin prom inh 0.
`CCN(C(=O)COC(=O)c1cccnc1SC)C1CCS(=O)(=O)C1` (stereo not given) gave sdo1 growth 0.43 and sdo1 growth Rescue 24 h 1.1.
Screening CCOc1ncccc1C(=O)OCC(=O)c1ccccc1Br returned Insulin prom inh -33.
`CC(=O)Nc1ccc(S(=O)(=O)CCC(=O)O)cc1` gave Insulin prom inh -38, sdo1 growth 1.1 and sdo1 growth Rescue 24 h 1.2.
Screening CCOc1ccc(Cl)cc1S(=O)(=O)n1cnc2ccccc21 returned Insulin prom inh -136, sdo1 growth -0.93 and sdo1 growth Rescue 24 h -0.72.
For CC(C)(C)c1nc2ccc([N+](=O)[O-])cc2[nH]1 the results were Insulin prom inh 62.
`Cc1n[nH]c(C)c1CCc1nc2c3ccccc3nc(SCC(=O)Nc3ccccc3F)n2n1` gave sdo1 growth -0.79 and sdo1 growth Rescue 24 h 1.1.
`COCc1cc(=O)n2c(-c3ccc(C)cc3)n[nH]c2n1` gave sdo1 growth -0.29 and sdo1 growth Rescue 24 h -0.64.
Screening COc1ccc(NC(=O)C2CCCN2C(=O)NCc2ccccc2)cc1OC (stereo not given) returned Insulin prom inh -17, sdo1 growth -0.15 and sdo1 growth Rescue 24 h -0.16.
For CC1CCCCN1C(=O)Cn1cc(C=O)c2ccccc21 (stereo not given) the results were Insulin prom inh 13, sdo1 growth 0.12 and sdo1 growth Rescue 24 h 0.07.
O=C(O)c1sccc1SCc1ccc(Cl)cc1Cl was read as Insulin prom inh 12, sdo1 growth 0.18 and sdo1 growth Rescue 24 h -0.36.
Screening C=CCN=C(C)C1=C(O)CCC1=O returned Insulin prom inh 20, sdo1 growth 1.7 and sdo1 growth Rescue 24 h 1.6.
CC(=O)CCC(=O)c1ccc2ccccc2c1 was read as Insulin prom inh -7, sdo1 growth 0.1 and sdo1 growth Rescue 24 h -0.12.
`CCCCn1c(SCc2nc(N)nc(N3CCCCC3)n2)nc2c1c(=O)n(C)c(=O)n2C` gave Insulin prom inh 31, sdo1 growth -0.44 and sdo1 growth Rescue 24 h -0.35.
COc1ccc(N2C(=O)CCC(C(=O)N(C)CCc3ccccn3)C2c2ccc(OC)c(OC)c2)cc1 (stereo not given) was read as Insulin prom inh 7.
`C=C(C)Cn1c(=O)c(NC(=O)c2ccccc2)c2n(c1=S)CCC2` gave Insulin prom inh -4, sdo1 growth 0.01 and sdo1 growth Rescue 24 h -0.08.
`COc1ccccc1/C=C/C(=O)NCC(=O)N/N=C(\CCC(=O)O)c1ccccc1` gave Insulin prom inh -9.
Screening O=C(O)c1cccc(Nc2nc(C(F)(F)F)nc3ccccc23)c1 returned Insulin prom inh 0.
For O=C(CN1CCN(c2ccc(Cl)cc2)CC1)Nc1cccc(F)c1 the results were Insulin prom inh 0, sdo1 growth -1 and sdo1 growth Rescue 24 h -0.66.
Screening Cc1nn(-c2ccccc2)c(C)c1/C=N/n1cnnc1 returned Insulin prom inh 45.
O=C(COC(=O)c1ccc2c(c1)OCCO2)NCCC1=CCCCC1 was read as Insulin prom inh 48, sdo1 growth -0.58 and sdo1 growth Rescue 24 h -1.2.
Screening CCOC(=O)C1CCCN(CC(=O)NC2=Nc3ccccc3N=C(C)C2c2ccccc2)C1 (stereo not given) returned Insulin prom inh -69, sdo1 growth -0.29 and sdo1 growth Rescue 24 h 1.2.
O=C(CCn1c(=S)oc2ccccc21)Nc1ccc(F)cc1 was read as Insulin prom inh -85.
Screening O=C(CSc1nnc(-c2cccs2)o1)OC1CCCCC1 returned Insulin prom inh -4, sdo1 growth 0.18 and sdo1 growth Rescue 24 h 0.15.
`CSc1ccc(CNC2CC2)cc1` gave Insulin prom inh 25, sdo1 growth 1.4 and sdo1 growth Rescue 24 h 0.56.
Screening c1ccc(N2CCN(c3cnc4ccccc4n3)CC2)cc1 returned Insulin prom inh 54, sdo1 growth -0.9 and sdo1 growth Rescue 24 h -1.2.
Screening O=C(C1CCN(S(=O)(=O)c2cnc[nH]2)CC1)N1CCn2c1nc1ccccc12 returned Insulin prom inh -32, sdo1 growth 1.4 and sdo1 growth Rescue 24 h 1.9.
`Cc1c(O)c(S(=O)(=O)c2ccccc2)c(=O)n(-c2ccccc2)c1-c1ccccc1` gave Insulin prom inh -25, sdo1 growth 1.2 and sdo1 growth Rescue 24 h 0.66.
CCOC(=O)c1cnc(-n2cc(C)cn2)nc1NCc1ccc2c(c1)OCO2 was read as Insulin prom inh -21, sdo1 growth -1.1 and sdo1 growth Rescue 24 h 0.03.
`COC(=O)c1ccc(Cn2nnc3c(sc4nc(N5CCOCC5)c5c(c43)CCCC5)c2=O)o1` gave Insulin prom inh -21.
For Cc1ccc(CSc2nnc(C(F)(F)F)n2Cc2ccc(F)cc2)cc1 the results were Insulin prom inh 14, sdo1 growth -0.89 and sdo1 growth Rescue 24 h 0.2.
C/C(=N/NC(=O)Cc1cc(=O)[nH][nH]1)c1ccc([N+](=O)[O-])cc1 was read as Insulin prom inh -107, sdo1 growth 0.42 and sdo1 growth Rescue 24 h 0.45.
Screening CCOc1cc(C2NC(=O)NC(C)=C2C(=O)OCc2ccccc2)ccc1O (stereo not given) returned sdo1 growth 0.32 and sdo1 growth Rescue 24 h 0.36.
For CCn1c2ccccc2c2cc(/C=N/n3cnnc3)ccc21 the results were sdo1 growth -1.7 and sdo1 growth Rescue 24 h -1.1.

Sorted by heavy-atom count (lowest first): three of the compounds above.
Screening c1ccc(N2CCN(c3cnc4ccccc4n3)CC2)cc1 returned Insulin prom inh 54, sdo1 growth -0.9 and sdo1 growth Rescue 24 h -1.2.
CCOC(=O)c1cnc(-n2cc(C)cn2)nc1NCc1ccc2c(c1)OCO2 was read as Insulin prom inh -21, sdo1 growth -1.1 and sdo1 growth Rescue 24 h 0.03.
`Cc1c(O)c(S(=O)(=O)c2ccccc2)c(=O)n(-c2ccccc2)c1-c1ccccc1` gave Insulin prom inh -25, sdo1 growth 1.2 and sdo1 growth Rescue 24 h 0.66.

Next compounds follow:
`CC1(C)Cc2c(sc3nc[nH]c(=O)c23)CO1` gave Insulin prom inh 100*.
`CCOc1ccc(NC(=S)N2CCC(N(C)CCN3CCOCC3)CC2)cc1` gave Insulin prom inh -22, sdo1 growth 0.2 and sdo1 growth Rescue 24 h -0.82.
For O=C(CCn1[nH]c(=O)c2ccccc2c1=O)NCCO the results were Insulin prom inh -14, sdo1 growth 0.27 and sdo1 growth Rescue 24 h -0.04.
`CC1(C)CC(=O)C(N=Nc2ccc(OC(F)F)cc2)=C(O)C1` gave Insulin prom inh 0.
COc1ccccc1C1CC(=O)NC(C)=C1C(=O)OCC(C)C (stereo not given) was read as Insulin prom inh -39, sdo1 growth -0.86 and sdo1 growth Rescue 24 h -0.8.
For O=C(CSc1nnc(Cc2ccccc2)o1)NCCN1C(=O)CSC1=O the results were Insulin prom inh 16, sdo1 growth -0.04 and sdo1 growth Rescue 24 h -0.54.
CC(=O)c1cccc(NC(=O)CCNS(=O)(=O)c2cccc(C(C)=O)c2)c1 was read as sdo1 growth -0.4 and sdo1 growth Rescue 24 h -0.72.
Screening COc1cccc(C(=O)N(Cc2cc3cc(C)ccc3[nH]c2=O)C(C)C)c1 returned sdo1 growth -0.17 and sdo1 growth Rescue 24 h -0.36.
`COC(=O)[C@H](CC(C)C)NC(=O)N1CCN(c2cccc(C(F)(F)F)c2)CC1` gave Insulin prom inh 11, sdo1 growth -0.06 and sdo1 growth Rescue 24 h -0.03.
`CCOC(=O)c1ccc(N2C(=O)c3n[nH]c(C)c3C2c2ccco2)cc1` (stereo not given) gave Insulin prom inh -9, sdo1 growth -0.46 and sdo1 growth Rescue 24 h -0.39.
`C/C(=N\Nc1ccccc1)c1c(O)cc(C)oc1=O` gave Insulin prom inh -26.
`CCOc1ccc(-n2nc3c(=O)n(CCN4CCCCC4)nc(C)c3c2C)cc1` gave Insulin prom inh 38, sdo1 growth 0.14 and sdo1 growth Rescue 24 h 0.07.
C=CCC(C=C)[N+]1(CC(=O)OC)CCCCC1 (stereo not given) was read as Insulin prom inh 0.
Screening Cc1c(Cl)cccc1NC(=S)N1CCC(C(N)=O)(N2CCCCC2)CC1 returned Insulin prom inh -56, sdo1 growth -0.1 and sdo1 growth Rescue 24 h 0.22.
`COc1cc(Br)c(CCNC(=O)Cc2ccccc2)cc1OC` gave sdo1 growth 0.04 and sdo1 growth Rescue 24 h -0.04.
For O=C(CN1CCN(Cc2ccccc2)C1=O)NCc1ccc(Cl)cc1 the results were Insulin prom inh 43, sdo1 growth 0.08 and sdo1 growth Rescue 24 h -0.15.
CC1CCN(c2nc3nonc3nc2Nc2ccc(F)cc2)CC1 was read as Insulin prom inh -44.
For CC(OC(=O)CCN1C(=O)c2cccc([N+](=O)[O-])c2C1=O)C(=O)Nc1cc(Cl)cc(Cl)c1 (stereo not given) the results were Insulin prom inh 22, sdo1 growth -0.3 and sdo1 growth Rescue 24 h -0.35.
Screening Cn1nc(CC(=O)Nc2cccc3ncccc23)c2ccccc2c1=O returned sdo1 growth 0.72 and sdo1 growth Rescue 24 h -0.1.

Part of the list above in order of heavy-atom count, largest number first:
For CC(OC(=O)CCN1C(=O)c2cccc([N+](=O)[O-])c2C1=O)C(=O)Nc1cc(Cl)cc(Cl)c1 (stereo not given) the results were Insulin prom inh 22, sdo1 growth -0.3 and sdo1 growth Rescue 24 h -0.35.
`CCOc1ccc(-n2nc3c(=O)n(CCN4CCCCC4)nc(C)c3c2C)cc1` gave Insulin prom inh 38, sdo1 growth 0.14 and sdo1 growth Rescue 24 h 0.07.
`CCOc1ccc(NC(=S)N2CCC(N(C)CCN3CCOCC3)CC2)cc1` gave Insulin prom inh -22, sdo1 growth 0.2 and sdo1 growth Rescue 24 h -0.82.
CC(=O)c1cccc(NC(=O)CCNS(=O)(=O)c2cccc(C(C)=O)c2)c1 was read as sdo1 growth -0.4 and sdo1 growth Rescue 24 h -0.72.
`CCOC(=O)c1ccc(N2C(=O)c3n[nH]c(C)c3C2c2ccco2)cc1` (stereo not given) gave Insulin prom inh -9, sdo1 growth -0.46 and sdo1 growth Rescue 24 h -0.39.
For O=C(CN1CCN(Cc2ccccc2)C1=O)NCc1ccc(Cl)cc1 the results were Insulin prom inh 43, sdo1 growth 0.08 and sdo1 growth Rescue 24 h -0.15.
CC1CCN(c2nc3nonc3nc2Nc2ccc(F)cc2)CC1 was read as Insulin prom inh -44.
COc1ccccc1C1CC(=O)NC(C)=C1C(=O)OCC(C)C (stereo not given) was read as Insulin prom inh -39, sdo1 growth -0.86 and sdo1 growth Rescue 24 h -0.8.
`CC1(C)CC(=O)C(N=Nc2ccc(OC(F)F)cc2)=C(O)C1` gave Insulin prom inh 0.
For O=C(CCn1[nH]c(=O)c2ccccc2c1=O)NCCO the results were Insulin prom inh -14, sdo1 growth 0.27 and sdo1 growth Rescue 24 h -0.04.
`C/C(=N\Nc1ccccc1)c1c(O)cc(C)oc1=O` gave Insulin prom inh -26.
C=CCC(C=C)[N+]1(CC(=O)OC)CCCCC1 (stereo not given) was read as Insulin prom inh 0.
`CC1(C)Cc2c(sc3nc[nH]c(=O)c23)CO1` gave Insulin prom inh 100*.
